Screening results as filed in PubChem.
GAA inhib: qHTS Assay for Inhibitors of Human alpha-Glucosidase as a Potential Chaperone Treatment of Pompe Disease. Lysosomal alpha-glucosidase (Homo sapiens), P10253. purified human GAA, 4-MU-alpha-glucoside fluorescence. Potency, µM (top dose mostly 76.9 µM), for the others: at the top dose activity change, negative = inhibition, hits mostly inhibitors. 200,000 compounds, 0.005% hits. AID 1466, 2008;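 note: potency is the fitted concentration of half-maximal effect; plate controls were uninhibited enzyme wells for no effect and no-enzyme background for full effect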
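Compounds are titrated up to 77 uM against 4 nM human enzyme. Substrate 4-methylumbelliferyl-alpha-D-pyranoside (400 uM) reacts 20 min at room temperature in pH 5.0 buffer; liberated 4-methylumbelliferone is read at 440 nm.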
GAA glycogen: qHTS Assay for Inhibitors and Activators of Human alpha-Glucosidase Cleavage of Glycogen | Potency, µM (highest dose often 76.4 µM), for inactives: top-dose activity change, negative = inhibition, actives largely listed as inhibitors | 300,000 compounds, 0.38% hits | recombinant GAA, glycogen substrate, Amplex Red glucose oxidase fluorescence;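 note: potency is the fitted concentration of half-maximal effect; 0% = full enzyme reaction and -100% = no-enzyme basal signal; the screen sought inhibitors and activators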
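Recombinant human alpha-glucosidase (4 nM final) hydrolysed bovine liver glycogen (30 ug) for 40 min at 37 C in pH 5.0 citrate/phosphate with 0.01% Tween-20. Released glucose detected by glucose oxidase/Amplex Red, Ex 573/Em 610 nm. Compounds up to 77 uM; AC50 from Hill fits.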
GAA spleen mod: qHTS Assay for Inhibitors and Activators of Human alpha-Glucosidase From Spleen Homogenate; AID 2112, 2009; Potency, µM (top dose mostly 79.9 µM), inactives show at the top dose activity change, negative = inhibition, actives largely listed as inhibitors; 240,000 compounds, 0.006% hits; human spleen homogenate, 4-MU-alpha-glucoside fluorescence;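 note: potency is the fitted concentration of half-maximal effect; 0% = enzyme with vehicle and -100% = no enzyme basal signal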
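Compounds were titrated against alpha-glucosidase in spleen homogenate at pH 5.0, with 1 mM 4-methylumbelliferyl substrate for 40 min at 37 C. Reactions were quenched with pH 10 NaOH/glycine and fluorescence measured.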
HttQ103 aggreg: qHTS Multiplex Assay to Identify Dual Action Probes in a Cell Model of Huntington: Aggregate Formation (GFP); PC12 HttQ103-GFP aggregates, Acumen cytometry, 40 h; AID 1688, 2009; Potency, µM (titrated, usually from 46.1 µM), for inactives: at the highest dose activity change, negative = inhibition, actives largely listed as inhibitors; 220,000 compounds, 1.1% hits; note: potency is the fitted concentration of half-maximal effect; % is set by controls: 0 for no effect and ±100 for the full control effect; nearly all actives have a fitted effect of over 60% in size
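Multiplexed with ATP-based cell death, this channel scores GFP aggregates in PC12 cells expressing inducible HTTex1-Q103-GFP. Induction used 100 nM tebufenozide; compounds were tested in concentration series.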
CBFb RUNX1 block: qHTS Assay for Compounds Blocking the Interaction Between CBF-beta and RUNX1 for the Treatment of Acute Myeloid Leukemia; 230,000 tested, under 10 active; Runt-related transcription factor 1 (Homo sapiens) + Core-binding factor subunit beta …; AlphaScreen CBFb-His/RUNX1-biotin binding, biochemical; AID 1477, 2009; Potency, µM (titrated, usually from 59.8 µM), inactives show at the top dose activity, negative = inhibition, most hits filed as inhibitors; note: % of control where 0% means no effect
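Proteins preincubated together for 20 min at RT before compound addition; 15 min later, nickel and streptavidin beads were added and left 90 min prior to AlphaScreen measurement.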
Lamin A splicing: qHTS Assay for Modulators of Lamin A Splicing. HeLa LMNA splicing GFP/RFP minigene ratio, 48 h. Potency, µM (doses to about 46.1 µM), inactives show at the highest dose ratio change, negative = inhibition, hits mostly inhibitors. 200,000 compounds, 0.01% hits. AID 1487, 2009; active = well fitted inhibition curve with a large enough effect in the signal ratio, with a control signal flat, not every such curve was filed as active; inconclusive = small, poorly fitted or top-dose-only effect, or effect the other way, or a change in a side signal; the % refers to the signal ratio; note: potency is the fitted concentration of half-maximal effect; % is set by controls: 0 for no effect and ±100 for the full control effect
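S3 HeLa stable clones carrying a lamin A-EGFP splicing minigene plus DsRed2 were seeded at 600 cells/well in Opti-MEM with 2% FBS, pin-dosed and incubated 48 h at 37°C. Acumen cytometry (488 nm) gave the GFP/RFP total-intensity ratio.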
HTT ATP protect: qHTS Multiplex Assay to Identify Dual Action Probes in a Cell Model of Huntington: Cytoprotection (ATP); 230,000 compounds, 0.14% hits; PC12 HTT-Q103 induced, cytoprotection, ATP luminescence, 40 h; AID 1471, 2008; Potency, µM (doses to about 56.4 µM), without a hit: cytoprotection (ATP increase), hits mostly activators;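 note: potency is the fitted concentration of half-maximal effect; % of control where 0% means no effect; nearly all actives have a fitted effect of over 45% in size; toxic huntingtin expression switched on by the ecdysone agonist tebufenozide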
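Stable PC12 Q103-GFP cells in serum-supplemented, phenol red-free DMEM; induction by tebufenozide at 100 nM final; compound dose series; cell viability quantified luminescently from ATP.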
* hit, by the source's call; ? = inconclusive; . = not tested or not shown; & = joins results of further samples; [ ] = remark or other dose. Unless noted, calls come from the whole dose curve; as a rule, active = well fitted curve in the direction sought with a large enough effect; inconclusive = small, poorly fitted or top-dose-only effect, or another doubt; inactive = no such curve, though single readings can be large; an effect the other way counts as inactive or inconclusive.

Every second line gives: GAA glycogen | CBFb RUNX1 block | Lamin A splicing | GAA inhib | GAA spleen mod | HTT ATP protect | HttQ103 aggreg
- CC(=O)Oc1ccc(-c2nc(-c3cccnc3)no2)cc1
  5% | 5% | 10% | 1% | 0% | -28%[10 µM] | -11%
- Cn1c(N)c(C(=O)COC(=O)/C=C/c2ccc(S(=O)(=O)N3CCOCC3)cc2)c(=O)n(C)c1=O
  ? | -12% | . | . | 7% | 15%[10 µM] | 14%[9.22 µM]
- Cc1ccc(NC(=O)c2ccc3c(c2)[nH]c(=O)n3C(C)C)cc1
  1% | -1% | . | -2% | 2% | -12% | 7%
- Cn1nc(OCc2ccccc2)ccc1=O
  9% | 1% | 1% | 5% | 0% | -9% | 18%
- CC(=O)N/C(=C\c1ccc(C)cc1)C(=O)O
  -5% | 1% | 1%[9.22 µM] | 4% | -3% | 15% | -4%
- O=C(NNc1cc(Cl)ccc1Cl)c1cccs1
  ? | 5% | . | -6% | -2% | -14%[10 µM] | 10%[9.22 µM]
- CCN(CC)CCn1c(=S)[nH]c2cc3c(cc2c1=O)OCO3
  -7% | -2% | -2% | -2% | -2% | 7% | 2%
- COc1ccc(C2N3CC4(C)CN2CC(C)(C3)C4)cc1OC (stereo not drawn)
  5% | 9% | 6% | -15% | 1% | -2% | 5%
- CCOCc1nnc(NC(=O)c2cc(C(=O)OC)cc([N+](=O)[O-])c2)s1
  3% | -1% | -8%[46 µM] | 8% | -1% | 9% | 14%
- Cc1nnc2sc(-c3cccc4ccccc34)nn12
  6% | 1% | ? | 5% | -3% | -31% | 19%
- CCOC(=O)CCNC(=O)CNC(=O)OCc1ccccc1
  2% | 4% | ? | -1% | 0% | 12%[10 µM] | -22%
- CC(=O)N1CCC2(CC1)NC(=O)N(c1ccccc1)N2
  ? | -12% | . | -3% | 3% | -34%[inhibitor] | -1%
- CCCCCCCCCC(=O)NNC(=O)c1c(O)c2ccccc2n(CCC)c1=O
  1% | 0% | -13%[46 µM] | -7% | 2% | -14%[10 µM] | -22%[9.22 µM]
- CS(=O)(=O)N1CCC(C(=O)NCc2ccco2)CC1
  -5% | -1% | -1% | 1% | -2% | -11%[0.074 µM] | 6%
- O=[N+]([O-])c1ccc(Oc2ccc(S(=O)(=O)N3CCCCC3)cc2)cc1
  5% | -13% | ? | -10% | -11% | 5%[10 µM] | -20%
- COc1cc(OC)cc(-c2sc3ccccc3c(=O)c2I)c1
  . | ? | . | . | -3% | ? | .
- O=c1c2cc(Cl)ccc2nc(-c2ccc(Cl)c(Cl)c2)n1O
  -1% | 8% | . | . | 4% | -25%[10 µM] | -35%[9.22 µM]
- COc1ccc(CC(=O)NNC(=O)c2ccc(SCc3cc(F)ccc3F)c([N+](=O)[O-])c2)cc1
  -1% | -4% | 11% | 1% | 1% | -9% | 38%
- Cc1ccc(-n2c(=O)c3c4c(sc3n3c(=S)[nH]nc23)CCC4)cc1
  -16% | -2% | . | 2%[15.4 µM] | -3% | -2%[10 µM] | -9%[9.22 µM]
- COC(=O)C1=C(C)Nc2nnnn2C1c1ccccc1Cl (stereo not drawn)
  2% | -12% | -9% | -4% | -12% | 6%[10 µM] | 7%
- CSCCC(NS(=O)(=O)c1ccc(F)cc1)C(=O)NCc1ccc(S(N)(=O)=O)cc1 (stereo not drawn)
  4% | 3% | . | . | -1% | 1%[10 µM] | -9%[9.22 µM]
- O=C(NC1CCc2ccccc21)c1cc(COc2c(F)cccc2F)on1 (stereo not drawn)
  4% | 14% | . | . | -2% | 10%[10 µM] | 30%[9.22 µM]
- O=C1c2ccccc2CC1Sc1nnc(-c2ccncc2)o1 (stereo not drawn)
  7% | -4% | 5% | ? | -2% | 29% | -10%
- O=C(NCc1ccco1)C(=O)NCC1OCCN1C(=O)c1ccc(Cl)cc1 (stereo not drawn)
  -14% | 0% | . | . | -15% | -4%[10 µM] | -11%[9.22 µM]
- CCOC(=O)c1c(CN2CCOCC2)n(-c2ccccc2)c2cc(Br)c(O)c(CN(C)C)c12
  -22% | -1% | -6% | -7% | 2% | -58%[inhibitor] | 29%
- O=C(O)c1cccc(N2CCCC2)c1
  ? | 2% | -1% | ? | 2% | -12%[10 µM] | 2%
- Cc1oc(-c2cccs2)nc1CN1CCC(C(=O)N2CCCC2)CC1
  -7% | 3% | 13%[46 µM] | 3% | 1% | 8%[10 µM] | -6%[9.22 µM]
- CC1(C)Cc2c(sc3c2c(=O)n(-c2cccc(Cl)c2)c(=O)n3CC(N)=O)CO1
  1% | 3% | . | . | -1% | 17%[10 µM] | -8%[9.22 µM]
- COc1cc(NC(=O)c2ccccc2)c(OC)cc1NC(=O)CN1CCOCC1
  0% | -2% | -1% | -3% | -8% | -5%[10 µM] | 9%
- Cc1cc(NS(=O)(=O)c2ccc(N)cc2)no1
  -3% | 7% | -6%&-9%&-10% | -21%[15.4 µM] | 6% | 31% | -10%&7%
- CCCc1cc(Nc2cccc(OCC)c2)n2ncnc2n1
  4% | 2% | 7% | -6% | -15% | -12% | 2%
- Cc1ccccc1C(=O)NC(=S)N(C)CCc1ccccn1
  0% | 4% | -6%[9.22 µM] | 6% | 0% | -20% | 8%
- CCOC(=O)N1CCN(c2c(NCCN(C)Cc3ccccc3)c(=O)c2=O)CC1
  -18% | -8% | -8% | 1% | 4% | 3%[10 µM] | 17%
- Cc1cccc(-c2onc3ccc(C4(C)OCCO4)cc23)c1
  ? | -3% | ? | -11% | -7% | -12% | -25%
- O=C(NCCNc1ccc([N+](=O)[O-])cc1C(F)(F)F)c1ccccc1
  12% | 9% | ? | 5% | -3% | 39%[10 µM] | ?
- COC(=O)c1ncccc1SC
  -4% | 0% | 4% | 4% | -4% | 13%[0.074 µM] | 5%
- COc1ccc(NC(=O)/C(C#N)=C\c2ccc(Br)o2)cc1
  3% | . | . | . | -1% | -12%[10 µM] | -35%[9.22 µM]
- CCOC(=O)C1=C(C)N=C2c3ccccc3C(=O)C2C1c1ccc(C)cc1 (stereo not drawn)
  10% | -3% | 1% | -3% | 0% | -53%[inhibitor] | ?
- O=C(CN(Cc1ccccc1)S(=O)(=O)c1ccccc1)NC1CC1
  8% | 3% | -11% | -2% | -1% | -10%[10 µM] | 6%
- Cc1ccccc1NC(=S)Nc1ccc2cn[nH]c2c1
  -10% | 1% | -23%[46 µM] | 5% | -1% | -3% | -13%
- Cc1[nH]c2ccccc2c1C(=O)C(=O)N1CCN(C)CC1
  2% | 0% | -4%[46 µM] | ? | . | -1% | 3%
- CC1CCc2c(sc3ncn(Cc4ccc(C(=O)O)cc4)c(=O)c23)C1 (stereo not drawn)
  -5% | 1% | 3%[46 µM] | 14% | 5% | 7%[10 µM] | 8%[9.22 µM]
- OB(O)c1cc2ccccc2o1
  . | 11% | . | . | -5% | -64%[inhibitor] | .
- COc1ccc(-c2oc3ncn4nc(COc5ccccc5)nc4c3c2-c2ccc(OC)cc2)cc1
  3% | 3% | 20% | 5% | 6% | -3% | -6%
- CCCCC(=O)Nc1cc(OCC)c(NC(=O)c2ccccc2[N+](=O)[O-])cc1OCC
  12% | 2% | -2% | -8% | 4% | -7% | -8%
- C=C(C)c1cccc(C(C)(C)NC(=O)Nc2ccc3[nH]c(=O)[nH]c3c2)c1
  -2% | -6% | -6% | 6% | -15% | 4% | 8%
- CC(C(=O)N1CCCc2ccccc21)N1CCN(S(=O)(=O)c2ccccc2F)CC1 (stereo not drawn)
  -12% | 2% | ? | -10% | -11% | 17% | -28%
- COc1ccc(Cc2nnc(N/N=C/c3ccc(O)cc3)[nH]c2=O)cc1OC
  16% | . | ? | -1% | -7% | -83%[inhibitor][10 µM] | 1.1µM*
- O=C(O)Cn1c(SCc2cccc3ccccc23)nc2ccccc21
  3% | 0% | 10% | -3% | -4% | -2% | -7%
- CCOC(=O)CN1C(=O)S/C(=C/c2ccc(O)c([N+](=O)[O-])c2)C1=O
  10% | -5% | ? | -14% | -2% | 2%[10 µM] | 14%

Continuation.
Every second line gives: GAA glycogen | CBFb RUNX1 block | Lamin A splicing | GAA inhib | GAA spleen mod | HTT ATP protect | HttQ103 aggreg
- CC(=O)[C@@H]1[C@@H](C)N(Cc2ccccc2)C(=O)N[C@H]1c1ccccc1
  . | -6%[13.1 µM] | -6%[9.22 µM] | . | -1%[17.4 µM] | 5%[10 µM] | .
- CC(=O)NNC(=S)Nc1cccc(F)c1
  ? | 5% | . | . | -2% | 9%[10 µM] | 13%[9.22 µM]
- CCOc1cc(/C=N/NC(=O)Nc2ccccc2)ccc1O
  ? | -27% | -8%[46 µM] | ? | -5% | 4%[10 µM] | -4%[9.22 µM]
- O=C(Nc1ccccc1C(F)(F)F)c1cc(S(=O)(=O)N2CCC3(CC2)OCCO3)ccc1F
  4% | ? | -3% | -7% | 6% | -25% | 0%
- c1ccc(-c2noc(CSc3nnc(Cc4cccs4)n3-c3ccccc3)n2)cc1
  -5% | -4% | ? | -22% | 0% | -15%[0.074 µM] | -8%
- Cc1nc2ccc(C(=O)OCc3ccccc3Br)cc2nc1C
  2% | 6% | -2% | 10% | 3% | -11% | 0%
- CCCC(=O)N(CCc1ccc(OC)cc1)Cc1nc2ccccc2c(=O)[nH]1
  10% | 0% | -21% | -2% | 0% | 11% | -7%[1.84 µM]
- C=CCn1nc(-c2ccccc2)c(N2CCCCC2)cc1=O
  6% | 5% | . | -10% | . | -6% | -7%
- COc1cc([N+](=O)[O-])ccc1NC(=O)CN1CCN(C(=O)c2ccco2)CC1
  -4% | 3% | . | 0% | 6% | -16%[10 µM] | -12%[9.22 µM]
- O=C(NCc1ccccc1)C(c1ccc(F)cc1)N(Cc1ccc2c(c1)OCO2)C(=O)Cn1nnc(-c2cccs2)n1 (stereo not drawn)
  -1% | 4% | -3% | -2% | -9% | -6%[1.9 µM] | -16%
- O=C(O)CC1S/C(=N/N=C/c2ccc(-c3ccccc3[N+](=O)[O-])o2)NC1=O (stereo not drawn)
  ? | -12% | ? | -2% | -16% | -28% | 2%
